Screens as filed in PubChem BioAssay.
TGFb inhibitor – inhibitors of TGF-b signaling. Potency, µM (titrated, usually from 46.1 µM), inactives show at the highest dose activity, negative = inhibition, hits mostly inhibitors. AID 588855. 410,000 compounds, 1.2% hits. HepG2 CAGA-GFP TGF-b/SMAD3 reporter, GFP fluorescence, 18 h; TGF-beta stimulated, 500 pg/mL final; note: potency is the fitted concentration of half-maximal effect; % is set by controls: 0 for no effect and ±100 for the full control effect; nearly all actives have a fitted effect of over 65% in size
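Cell-based qHTS in HEPG2 carrying a CAGA-GFP Smad reporter; compounds added before 500 pg/mL final TGF-beta, 18 h incubation at 37 degrees C, GFP fluorescence quantified per cell by imaging cytometry.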
HepG2 tox – HepG2 cytotoxicity, counter-screen for TGF-b inhibitors; HepG2 CAGA-GFP viability, ATP luminescence, 18 h; Potency, µM (titrated, usually from 46.1 µM), for the others: at the top dose activity change, negative = cytotoxicity, hits mostly cytotoxic; 410,000 compounds, 0.76% hits; AID 588856; note: potency is the fitted concentration of half-maximal effect; some results filed as inactive show a strong effect at the top dose
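CellTiter-Glo luminescence gave cytotoxicity after 18 hours at 37 degrees C. The cells were HepG2 CAGA-GFP in 1% FBS DMEM, stimulated with 500 pg/mL TGF-beta after compound addition. %Activity was normalised to no-cell wells (complete cell-killing) and DMSO (no toxicity), and curves were fitted and classified.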
ATXN2 expr inh – reduces ATXN2 reporter expression in HEK-293 cells; AID 1745845; 360,000 compounds, 0.72% hits; Potency, µM (doses to about 57 µM), without a hit: at the top dose activity change, negative = inhibition, hits mostly inhibitors; HEK-293 ATXN2-luciferase reporter, luminescence, 24 h; note: potency is the fitted concentration of half-maximal effect; % is set by controls: 0 for no effect and ±100 for the full control effect; nearly all actives have a fitted effect of over 55% in size
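ATXN2-luciferase reporter cells (luciferase flanked by upstream and downstream ATXN2 gene portions) were treated 24 h at 37 °C with compounds at up to 57 uM. SteadyGlo luminescence gave expression; GF-AFC fluorescence gave viability.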
Nrf2 inh – Nrf2 pathway inhibition. A549 ARE-Fluc reporter, luciferase luminescence, 18-24 h. Potency, µM (titrated, usually from 46 µM), for the others: at the top dose activity change, negative = inhibition, most hits filed as inhibitors. 360,000 compounds, 2.1% hits; note: potency is the fitted concentration of half-maximal effect; % is set by controls: 0 for no effect and ±100 for the full control effect; nearly all actives have a fitted effect of over 60% in size
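Quantitative HTS in A549 cells stably bearing an antioxidant response element-firefly luciferase construct. Inhibition of Nrf2-driven transcription was scored by luminescence after 18-24 h of compound exposure at 37 °C.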
A549 tox – kills or reduces viability of A549 cells in Nrf2 counter-screen. Potency, µM (titrated, usually from 46 µM), without a hit: top-dose activity change, negative = cytotoxicity, most hits filed as inhibitors. 390,000 compounds, 0.16% hits. A549 ARE-Fluc cells, CellTiter-Fluor viability, 18-24 h; note: potency is the fitted concentration of half-maximal effect; % is set by controls: 0 for no effect and ±100 for the full control effect
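A549 ARE-Fluc cells in 5% FBS OPTI-MEM, 5000 cells/well, rested 2 h then exposed to compounds in concentration-response for 18-24 h at 37 °C. Viability by CellTiter-Fluor fluorescence (Ex 405/Em 525) after 30 min; luciferase luminescence (BugLite, 15 min, RT) read afterwards.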
MCF10A rereplic – inducers of DNA re-replication in MCF 10A breast cells; MCF 10A DNA re-replication, Hoechst nuclear intensity, 48 h; Potency, µM (top dose mostly 46.1 µM), for inactives: at the highest dose activity, positive = re-replication, most hits filed as activators; 350,000 compounds, 2.9% hits; note: potency is the fitted concentration of half-maximal effect; % of control where 0% means no effect; nearly all actives have a fitted effect of over 50% in size
IL-1B inflam inh – inhibitors of inflammasome signaling (IL-1 beta secretion). AID 743279. THP-1 LPS/ATP IL-1B secretion, AlphaLISA, 16 h; stronger effect = lower value. activity change, % at 57.5 µM. 360,000 compounds, 4.7% hits; in the data active = activity change below about -50%; inconclusive = mostly about -30% to -49%; note: % is set by controls: 0 for no effect and ±100 for the full control effect
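Secreted IL-1B measured by AlphaLISA bead assay after 16 h compound exposure of THP-1 cells; compounds (final up to 57.5 uM) added 1 h before LPS (250 ng/mL) and ATP (1.25 mM) stimulation; lower signal means less secretion.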
S2 tox – reduces viability in counter-screen for ATXN expression inhibitors. 400,000 compounds, 0.49% hits. S2 cells (HEK-293 line with an ATXN2-luciferase reporter) viability, CellTiter-Fluor protease fluorescence, 24 h. Potency, µM (highest dose often 56.7 µM), most hits filed as cytotoxic; note: potency is the fitted concentration of half-maximal effect; nearly all actives have a fitted effect of over 40% in size
Nrf2 ARE act – activates Nrf2 signaling; AREc32 ARE-luciferase reporter (MCF7-derived line), luminescence, 24 h; Potency, µM (top dose mostly 46.1 µM), for the others: top-dose activation, hits mostly activators; 410,000 compounds, 0.31% hits; AID 624171; note: potency is the fitted concentration of half-maximal effect; % of control where 0% means no effect; nearly all actives have a fitted effect of over 65% in size
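Luciferase luminescence (Steady-Glo, 30 min at room temperature) served as the read-out of ARE activation in AREc32 cells treated with compounds for 24 hr at 37 deg C.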
Numbers without * were called inactive; i = inactive; ? = inconclusive; . = not tested or not shown; [ ] = dose if it differs, or a comment. Unless noted, calls come from the whole dose curve; as a rule, active = well fitted curve in the direction sought with a large enough effect; inconclusive = small, poorly fitted or top-dose-only effect, or another doubt; inactive = no such curve, though single readings can be large; an effect the other way counts as inactive or inconclusive.

SMILES | TGFb inhibitor | HepG2 tox | ATXN2 expr inh | Nrf2 inh | A549 tox | MCF10A rereplic | IL-1B inflam inh | S2 tox | Nrf2 ARE act
CCC12CN3CCN(CC(C3)/C1=N\NC(=O)c1ccc(F)cc1)C2 | 11.0% | -4.8% | -5.3% | 7.7% | 0.2% | -9.0% | 0.0 | i | 2.9%
S=C(Nc1ccc(Cl)cc1Cl)Nc1ccccc1Oc1ccccc1 | ? | -6.7% | -2.4% | -20.8% | 1.6% | ? | -16.9 | ? | 3.6%
CCC(C(=O)NCc1ccccc1Cl)n1nc(C)c2sc3ccccc3c2c1=O (stereo not given) | 12.9% | -1.2% | . | 1.0% | 3.6% | . | . | . | 2.4%
O=c1c2cc(N3CCOCC3)ccc2[nH]c(=S)n1CC1CCCO1 (stereo not given) | 6.5% | 6.8% | 20.7% | 3.0% | 24.1% | -0.1% | 4.1 | i | -0.6%
CCOc1ccc(N2CC(NC(=O)c3ccco3)CC2=O)cc1 (stereo not given) | 18.4% | -2.0% | . | . | -2.6% | . | . | . | -1.1%
CC(=O)O[C@H]1CSC[C@H]1NC(=O)c1ccccc1 | 2.1% | 0.1% | -2.1% | 6.9% | 7.9% | 17.9% | 3.9 | i | -0.1%
CC(=O)Nc1nc2ccccc2n1Cc1ccccc1C | ? | -44.1% | -12.3% | ? | -19.3% | ? | ? | i | 8.1%
COc1cc2c(ccc3cc(OC)c(OC)c(O)c32)cc1O | 6.9% | -18.3% | ? | 3.2% | -5.3% | ? | -5.9 | ? | 4.8%
Cc1c(C(=O)N2CCCCC2)nnn1-c1nonc1N | -7.1% | -3.5% | 0.8% | -0.2% | -9.6% | -6.6% | 5.5 | i | 0.2%
CCCOc1ccc(CN(C(=O)c2nc(SC(C)C)ncc2Cl)C2CCS(=O)(=O)C2)cc1 (stereo not given) | -12.2% | -10.7% | -2.4% | -17.2% | 1.6% | . | . | i | 3.7%
S=C(NCc1ccco1)N1CCN(c2ccc(Cl)cc2)CC1 | -6.3% | 1.8% | ? | ? | 4.5% | 3.5% | -7.4 | i | 4.8%
O=C(CN1C(=O)c2ccccc2C1=O)OCC(=O)c1ccc(F)cc1 | 0.0% | -1.3% | 14.1% | -8.1% | -4.9% | ? | 7.6 | i | -0.8%
CCc1cccc(NC(=O)Cn2c(=O)n(-c3cccc(Cl)c3)c(=O)c3c2c2cc(C)ccc2n3C)c1 | -4.9% | 1.6% | 5.1% | 9.5%[9.27 µM] | -4.2% | . | . | i | -0.8%
NNC(=O)COc1ccccc1F | -0.9% | 3.0% | 4.4% | 9.3% | 1.1% | -2.2% | 8.1 | i | 0.0%
O=C(Nc1cccnc1)C12CC3CC(CC(C3)C1)C2 | -6.5% | -3.1% | -15.8% | ? | -4.0% | 7.0% | -3.3 | i | -0.5%
CC(Sc1ncccn1)C(=O)NC1CCCC1 (stereo not given) | 7.0% | 0.7% | -2.7% | -4.9% | 2.5% | -2.5% | -4.8 | i | -1.2%
O=C(COc1coc(CN2CCN(c3ccccc3F)CC2)cc1=O)N1CCc2ccccc21 | 13.5% | -0.7% | 1.8% | 6.0% | 1.3% | -2.3% | -1.2 | i | -0.1%
Cc1ccccc1NC(=O)Cc1nc(COC(=O)c2cc(Cl)ccc2O)cs1 | 4.5% | 13.9% | -9.6% | 7.2% | 3.5% | -0.8% | 46.2 | i | 0.2%
CC(C)c1nnc(NC(=O)CN(C)S(=O)(=O)c2ccc3c(c2)OCCO3)s1 | -4.5% | -2.4% | -0.8% | -9.9% | -0.8% | 7.9% | 47.2 | i | -0.8%
NC(=O)c1ncn([C@@H]2O[C@H](CNCc3cc(Cl)ccc3OCc3ccc(Cl)cc3)[C@@H](O)[C@H]2O)n1 | -3.0% | -8.7% | -2.7% | -10.1% | -3.8% | -9.3% | 34.0 | i | 0.6%
O=C(O)c1cccnc1SC1CC(=O)N(c2ccc(OC(F)F)cc2)C1=O (stereo not given) | 5.4% | 16.0% | -1.8% | 6.5% | 5.1% | 2.1% | -11.3 | i | -0.3%
COc1cccc(C(=O)Nc2ccccc2OC(F)(F)F)c1 | 2.6% | -2.5% | 8.6%[11.3 µM] | 0.4% | 0.3% | -0.5% | ? | i | -0.7%
CCCCc1c(O)nc(SCC(=O)NC(C)(C)C)n(-c2ccccc2C)c1=O | 1.6% | -2.6% | -1.9% | -2.2% | 0.6% | 0.2% | 30.3 | i | 0.4%
CC(=O)c1ccc(NC(=O)NCc2ccc(F)cc2)cc1 | 7.0% | 3.6% | 19.8% | 1.2% | -4.7% | 4.8% | ? | i | -0.3%

Pulled one by one from above:
SMILES | TGFb inhibitor | HepG2 tox | ATXN2 expr inh | Nrf2 inh | A549 tox | MCF10A rereplic | IL-1B inflam inh | S2 tox | Nrf2 ARE act
CC(C)c1nnc(NC(=O)CN(C)S(=O)(=O)c2ccc3c(c2)OCCO3)s1 | -4.5% | -2.4% | -0.8% | -9.9% | -0.8% | 7.9% | 47.2 | i | -0.8%
CCc1cccc(NC(=O)Cn2c(=O)n(-c3cccc(Cl)c3)c(=O)c3c2c2cc(C)ccc2n3C)c1 | -4.9% | 1.6% | 5.1% | 9.5%[9.27 µM] | -4.2% | . | . | i | -0.8%
O=C(COc1coc(CN2CCN(c3ccccc3F)CC2)cc1=O)N1CCc2ccccc21 | 13.5% | -0.7% | 1.8% | 6.0% | 1.3% | -2.3% | -1.2 | i | -0.1%
NC(=O)c1ncn([C@@H]2O[C@H](CNCc3cc(Cl)ccc3OCc3ccc(Cl)cc3)[C@@H](O)[C@H]2O)n1 | -3.0% | -8.7% | -2.7% | -10.1% | -3.8% | -9.3% | 34.0 | i | 0.6%

(cont.)
SMILES | TGFb inhibitor | HepG2 tox | ATXN2 expr inh | Nrf2 inh | A549 tox | MCF10A rereplic | IL-1B inflam inh | S2 tox | Nrf2 ARE act
COc1ccc(CNC(=O)c2ccc(CNS(=O)(=O)c3ccc(F)cc3)cc2)cc1 | -3.0% | 10.8% | . | . | 17.2% | . | . | . | -0.2%
C=CC(=O)OCCOCCOCCOCCOC(=O)C=C | ? | -61.7% | ? | ? | -17.4% | 5.8µM* | -107.6* | ? | ?
CCOC(=O)C1=C(c2ccccc2)NC(=O)NC1c1ccsc1 (stereo not given) | 6.8% | 6.4% | -3.3% | -2.0% | -0.2% | -8.8% | 21.8 | i | -0.7%[9.22 µM]
Cc1ccc(OCC(=O)Nc2ccc3c(c2)nc(CCN2CCC(C)CC2)n3C)cc1 | -18.7% | -10.2% | -23.0% | 4.9% | -0.5% | 1.8% | ? | i | 5.5%
Cc1ccc(S(=O)(=O)Nc2cccc(C(=O)NCc3ccc(S(N)(=O)=O)cc3)c2)cc1 | -15.4% | -12.7% | . | 0.2% | 3.5% | -4.7% | 6.8 | ? | -0.6%
CC1(C(=O)NC2CCCCCCC2)CCC(=O)N1Cc1cccs1 (stereo not given) | -8.5% | 2.9% | 4.0% | . | 5.7% | -19.4% | 6.0 | i | -0.6%
CN(C)c1ccc(/C=C/C(=O)c2c(O)c3ccccc3oc2=O)cc1 | 14.8% | -18.9% | 13.9% | 19.5% | 5.5% | 4.3% | -8.4 | i | 11.1%
Cc1c(C(=O)N(C)C)sc2c1c(=O)n(-c1ccc(Cl)c(Cl)c1)c(=O)n2Cc1ccc(F)cc1 | -19.2% | 4.2% | . | . | ? | . | . | . | -1.0%
Cc1ccccc1NC(=O)CSc1nnc(COc2ccc(Cl)cc2)o1 | 0.4% | -10.0% | 10.0% | -26.0% | -3.5% | . | . | i | -0.9%
CC(=O)c1ccc(OCCCC(=O)Nc2ccc(C)c(S(=O)(=O)N3CCCCC3)c2)cc1 | ? | 9.7% | ? | 18.4µM* | -28.7% | 10.2% | -24.8 | ? | 2.6%
COc1ccc(C2CC(c3cccs3)=NN2C(=O)CSc2nnc(N)s2)cc1OC (stereo not given) | -4.7% | -10.4% | -4.0% | -9.6% | 2.1% | -0.5% | -61.5* | i | 2.2%
C=CCn1c(SCC(C)=O)nc2scc(-c3ccco3)c2c1=O | -1.4% | -11.3% | -6.0% | 6.6% | 1.3% | ? | -5.3 | i | ?
COc1ccc(-c2nc(C#N)c(NCc3cccnc3)o2)cc1OC | 5.7% | -29.6% | 19.6% | 3.7% | -0.9% | 4.0% | 22.4 | i | 4.1%
O=C(O)COc1ccc(NC(=O)C(c2ccccc2)c2ccccc2)cc1 | -0.6% | 3.6% | . | 1.1% | 0.9% | 9.8% | 13.8 | i | -0.2%
COc1ccc(NC(=O)CSc2nc(C)cc(C(F)(F)F)n2)cc1 | -6.3% | 1.0% | -15.8% | . | -1.0% | 2.1% | -15.3 | i | 0.4%
CCOc1cccc(-c2nc3cc(C)ccc3o2)c1 | 10.8% | -23.8% | 82.8%[activator] | ? | 0.3% | -2.5% | -11.3 | i | ?
O=C(NC1CCCC1)c1ccc2c(c1)N(Cc1ccc(F)cc1)C(=O)c1ccccc1S2 | 0.0% | -61.0% | . | . | 8.8% | . | . | . | 3.6%
Cc1c(NC(=O)C(C)Sc2nnc(-c3ccccc3)o2)c(=O)n(-c2ccccc2)n1C (stereo not given) | -6.1% | -9.7% | -10.4% | -10.3% | -9.9% | -33.3% | 23.6 | i | 0.4%
Cc1cc(SCC(=O)OCC(=O)N2CCN(C(=O)c3ccco3)CC2)c(C)cc1Br | -14.8% | -11.5% | -21.7% | -24.1% | 5.0% | 8.0% | -4.2 | i | 0.2%
